Source: PubChem BioAssay (several laboratories)
DAX1 inh-1 = DAX1 (NR0B1) inhibition, primary screen; HEK293T StAR-luciferase reporter, SF-1/DAX-1 repression relief; inhibition, % at 6.8 µM; 370,000 compounds, 1.1% hits; AID 652010;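 active means inhibition above the mean over all tested compounds plus 3 SD, cut at about 3.6% in these data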;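 further: 0% = DAX-1 cells with DMSO and 100% = cells lacking DAX-1 with DMSO; higher inhibition means more luminescence from relief of DAX-1 repression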
SMARCA2 activ = increases SMARCA2 function in MMTV reporter cells | MG213 cells, MMTV-luciferase reporter, dexamethasone, overnight | activation, % at 9.1 µM | 370,000 compounds, 1% hits | AID 652017; in the data active means activation above about 7.8%;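 further: 0% = vehicle wells and 100% = reference activator wells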
hcDAF12 agonist = activates DAF-12 receptor from parasite H. contortus; HEK293 hcDAF-12 lit1-tk-luc reporter, luminescence; 0% DMSO, 100% Δ7-dafachronic acid; 370,000 compounds, 1.4% hits; activation, % at 6.8 µM;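 active means activation above the mean of all tested compounds plus 3 SD, cut at about 5.5% in these data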;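 further: 100% = response to 3 µM Δ7-dafachronic acid high control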
DAX1 inh-2 = NR0B1 (DAX1) inhibition. inhibition, % at 6.75 µM. P51843. AID 504766. HEK293 Gal4-DAX1 luciferase reporter, luminescence. 340,000 compounds, 0.99% hits;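 active means inhibition above the mean over all tested compounds plus 3 SD, cut at about 4.2% in these data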;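 further: 0% = DAX1-transfected cells with DMSO and 100% = empty-vector control cells with DMSO; inhibition shows as a rise in luminescence from relieved DAX1 repression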
Target sequence (P51843 207-470 limits assumed): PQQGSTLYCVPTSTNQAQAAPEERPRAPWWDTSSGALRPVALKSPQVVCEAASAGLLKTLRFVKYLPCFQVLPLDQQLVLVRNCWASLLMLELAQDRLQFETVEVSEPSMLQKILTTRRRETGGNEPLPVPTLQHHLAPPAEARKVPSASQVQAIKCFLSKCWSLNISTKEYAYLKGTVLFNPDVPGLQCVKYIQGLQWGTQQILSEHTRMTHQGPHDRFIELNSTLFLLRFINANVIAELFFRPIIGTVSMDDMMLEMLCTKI
NPR2 activator = GC-B (human) receptor activation. HEK293-GC-B cells, CNP EC30, cGMP TR-FRET; 0% at EC30 CNP, 100% saturating CNP. AID 1920062. 370,000 compounds, 0.11% hits. activation, % at 10 µM. P20594;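 active means activation at 10 µM reaching about 35% in either raw or pattern-adjusted values, limit read from the data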
ssDAF-12 act = activators of S. stercoralis DAF-12 nuclear receptor | activation, % at 6.8 µM | HEK293 ssDAF-12/GRIP1 lit1-tk-luc reporter, luminescence; % of 3 µM dafachronic acid response | 370,000 compounds, 1% hits | AID 652126;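 active means activation above the mean over all tested compounds plus 3 SD, cut at about 0.9% in these data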;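 further: 0% = DMSO-only wells and 100% = 3 µM delta7-dafachronic acid wells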
hgDAF-12 ag = hgDAF-12 agonism, primary luciferase screen. HEK293 GAL4-hgDAF12 UAS-luciferase reporter, agonist luminescence; normalized to butyrate control. activation, % at 6.8 µM. AID 687014. 370,000 compounds, 1.8% hits;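 active means activation above a cutoff set at the mean of all screened compounds plus 3 SD, cut at about 10% in these data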;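 further: 0% = DMSO wells and 100% = sodium butyrate wells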
NPR1 activator = GC-A (human) enzyme activation; P16066; HEK293 GC-A cells, cGMP TR-FRET, EC30 ANP; 0% at EC30 ANP, 100% saturating ANP; activation, % at 10 µM; 370,000 compounds, 0.14% hits; in the data active means activation above about 40%
FXN GAA850 act = increases GAA850 frataxin promoter reporter activity; activation, % at 6 µM; 360,000 compounds, 0.56% hits; HEK293 lucGAA850 FXN promoter luciferase reporter, 24 h; percent of 10 µM SAHA response; AID 540364;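 active means activation above the average of all compounds screened plus 3 SD, cutoff fixed separately per campaign, cut at about 7.5% in these data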;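 further: 0% = DMSO wells and 100% = 10 µM SAHA wells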
ADAM10 inh = inhibitors of human ADAM10; O14672; inhibition, % at 7 µM; recombinant ADAM10, EDANS/DABCYL FRET peptide cleavage, 3 h; 370,000 compounds, 0.62% hits;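 active means inhibition above a per-campaign cutoff equal to the mean of compounds falling between control-based bounds plus 3 SD, cut at about 20% in these data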;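 further: 0% = DMSO wells while the 100% control is not disclosed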
HGIII-sPLA2 inh = Blocks human group III sPLA2 activity. Q9NZ20. QFRET BODIPY PC-A2 liposome hydrolysis, fluorescence. inhibition, % at 12.2 µM. 370,000 compounds, 0.56% hits. AID 743126;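 active means inhibition above mean plus 3 SD of compounds lying within the high and low control bounds, cut at about 19% in these data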;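 further: 0% = median of test compound wells and 100% = no enzyme DMSO wells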
Target sequence (Q9NZ20 whole entry, looked up): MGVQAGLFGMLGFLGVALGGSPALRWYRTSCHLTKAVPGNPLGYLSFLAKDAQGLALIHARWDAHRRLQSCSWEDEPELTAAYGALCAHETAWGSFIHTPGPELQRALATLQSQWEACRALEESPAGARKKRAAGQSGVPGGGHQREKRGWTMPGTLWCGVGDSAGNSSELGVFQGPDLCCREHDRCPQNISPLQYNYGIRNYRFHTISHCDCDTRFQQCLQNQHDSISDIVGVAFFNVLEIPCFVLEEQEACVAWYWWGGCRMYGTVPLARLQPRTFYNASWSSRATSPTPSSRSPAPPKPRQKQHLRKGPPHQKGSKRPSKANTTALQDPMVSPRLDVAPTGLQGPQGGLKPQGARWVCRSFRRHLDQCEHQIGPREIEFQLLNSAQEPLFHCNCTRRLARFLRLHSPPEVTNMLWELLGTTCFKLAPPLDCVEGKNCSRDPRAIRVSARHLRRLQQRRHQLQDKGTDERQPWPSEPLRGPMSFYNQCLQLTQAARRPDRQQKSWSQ
Starred values were filed as active, the others as inactive; i = inactive; / = not tested or not shown.

SMILES	DAX1 inh-1	SMARCA2 activ	hcDAF12 agonist	DAX1 inh-2	NPR2 activator	ssDAF-12 act	hgDAF-12 ag	NPR1 activator	FXN GAA850 act	ADAM10 inh	HGIII-sPLA2 inh
CN(C)C(=S)c1ccc(N(C)C)cc1	0.3	5	-1.7	0.4	0	-2.0	-2.2	2	-1.4	2	8
O=C(Nc1ccc2ccccc2c1)Nc1ccc2snnc2c1	-1.4	-6	-0.5	-1.7	-11	-0.9	1.2	-1	-0.2	7	-29
Cc1ccc(C)c(N(C(=O)c2csnn2)C(C(=O)NC2CCCCC2)c2cccnc2)c1 (stereo unspecified)	0.1	0	1.8	4.4*	-8	-1.1	-1.6	4	1.1	6	0
Cc1cc(Cl)c2oc(C(=O)NC3CCC(O)CC3)c(C)c2c1 (stereo unspecified)	-0.1	1	-0.4	0.1	-7	-0.7	2.5	-5	3.9	-1	-3
CCN1CCN(C(=S)NCC2CCCO2)CC1 (stereo unspecified)	-0.3	0	1.9	0.1	2	-1.0	-0.4	1	-0.7	-3	1
COc1ccc(CNC(=O)C2CCC(CNc3c(N4CCC(C)CC4)c(=O)c3=O)CC2)cc1 (stereo unspecified)	-0.3	3	-0.8	1.1	1	-1.4	1.1	0	2.9	10	-2
c1ccc(-c2cnc(CSc3nnc4ccccn34)o2)cc1	2.8	1	8.5*	2.1	1	0.5	12*	-6	3.1	-2	1
C=CCNC(=O)c1snnc1-c1ccccc1	0.1	2	-1.7	-0.4	-1	-1.4	-1.9	2	2.7	1	9
CC1(C)N=C(SCC(=O)Nc2ccc(Cl)cc2Cl)C(c2ccccc2)=N1	-0.5	-1	-1.4	-0.4	-1	-1.1	0.0	1	-0.7	-4	-3
Cc1c(C(=O)Nc2ccc(Cl)cn2)oc2ccccc12	0.1	1	4.3	2.7	-2	0.5	3.5	-5	-1.2	7	4
CCn1cc(CNC(=O)CCc2nnc(CCC3CCCCC3)o2)cn1	0.5	1	-0.6	0.1	2	-1.1	0.7	-3	-0.5	-3	3
Cc1nn(-c2ccc(N3CCOCC3)nn2)c(C)c1CCC(=O)NCc1ccccc1	-0.2	1	1.5	0.0	4	-1.0	1.8	1	0.8	-5	4
COc1ccc(Cl)cc1C(=O)NC1=NCCS1	0.0	-1	-0.5	-0.3	-4	-0.6	2.0	-1	2.3	-1	-3
CCOc1ccc2c(c1)c(N=NC(=N)N)c(O)n2C	0.0	-1	1.3	0.1	-7	-0.4	3.6	-5	4.2	6	8
Cc1cc(OC(C)C(=O)NC2CC(C)(C)NC(C)(C)C2)c2c(C)c(C)c(=O)oc2c1 (stereo unspecified)	1.1	-2	-1.8	0.3	-8	-0.8	-4.1	-4	-1.3	-425	9
CC1CCCN(C(=O)C(C)Nc2cc(Cl)ccc2N2CCOCC2)C1 (stereo unspecified)	-0.2	-3	-1.4	-1.6	-6	-1.8	-4.7	-8	-0.3	6	6
CC(C(=O)NCc1ccco1)n1ccc2cc(S(=O)(=O)N3CCCCC3)ccc21 (stereo unspecified)	-3.1	0	-1.8	1.9	1	-1.3	-1.6	2	0.5	0	-17
CC(=O)OCCSc1c(-c2ccccc2)c2cc(Cl)ccc2[nH]c1=O	-0.4	-1	-0.6	-1.5	-14	-1.9	-3.2	-13	3.2	7	7
N#Cc1c(-n2ccnc2)cccc1-n1ccnc1	0.3	0	-0.6	2.7	3	-1.1	0.6	-1	0.8	2	1
Cn1cccc1/C=C(/C#N)c1ccc(F)cc1	-0.7	4	-1.0	-0.4	-4	-1.4	2.1	-4	2.1	2	-1
Cc1ccc(/C=N/NC(=S)NC2CCCCC2)o1	3.5	3	2.6	4.4*	6	-0.1	9.2	4	5.6	-4	17
Cc1ccc(OCc2ccc(C(=O)Nc3nc4ccccc4n3C)o2)c([N+](=O)[O-])c1	0.0	-4	0.9	-1.1	-2	-1.0	3.4	4	-1.1	-18	3
N#Cc1cc(-c2ccccc2)nnc1Sc1ccc(Cl)cc1	-0.2	1	1.2	0.0	1	-1.1	-0.4	-4	0.6	3	0
O=C(O)c1cc2nc(-c3ccccc3)cc(C(F)(F)F)n2n1	-0.4	2	-1.7	1.1	1	-1.3	0.3	0	-1.9	2	5
O=C(CN1C(=O)/C(=C\c2cccc(Br)c2)Oc2ccccc21)NCCCN1CCOCC1	-0.6	-2	0.6	1.0	-9	-0.5	0.2	-2	2.5	-111	-4
O=C(NCCCn1ccnc1)C(=O)NCC1OCCN1S(=O)(=O)c1ccc(Br)cc1 (stereo unspecified)	0.3	-1	-1.5	0.4	2	-1.0	-2.1	-1	3.8	7	8
CC1(C)OC2OC(COC(=O)c3ccc([N+](=O)[O-])cc3)C3OC(C)(C)OC3C2O1 (stereo unspecified)	-0.9	1	-1.2	3.7	1	-1.1	1.3	4	0.2	0	-4
Cc1cccc(C(O)c2ncc(-c3ccc(Cl)cc3)[nH]2)c1C (stereo unspecified)	0.2	2	-1.1	/	0	-1.4	2.6	0	0.1	-12	-10
CCCCC(=O)Nc1nnc(SCC(=O)NC2CC2)s1	-0.3	-3	-1.8	-0.5	-2	-0.9	-2.2	0	-2.0	-5	-1
CC(C)(C)C(=O)c1sc2nc(-c3cccs3)cc(C(F)(F)F)c2c1N	0.2	-3	1.4	-0.4	1	-0.9	-1.9	17	1.5	i	8
N#C/C(=C(/O)c1ccc(F)cc1)c1nc2ccccc2s1	1.4	8.8*	7.2*	1.6	1	0.5	11*	0	0.8	3	0
COc1cccc(C(=O)N2CCN(CCCc3ccccc3)CC2)c1OC	-0.7	-4	-2.8	-1.1	4	-2.4	0.1	-1	-1.4	2	-2
CCC(NC(=S)NCc1ccc(F)cc1)c1ccccc1 (stereo unspecified)	-0.8	-2	-0.5	-0.6	0	-1.2	0.4	-1	1.5	-12	2
C[C@@H](OC(=O)c1[nH]cnc1C(=O)N1CCc2ccccc2C1)c1ccccc1	-0.3	-1	0.2	-0.5	-2	-1.1	1.4	-8	-1.1	2	-10
CC(C)CC1C(=O)N(Cc2cn(CCC3OCCO3)nn2)CCS(=O)(=O)N1Cc1ccc(-c2cccc(CO)c2)cc1 (stereo unspecified)	-0.1	6	-2.2	-0.4	-5	-1.0	-2.1	1	-2.6	6	-13
COc1ccc(NS(=O)(=O)c2cc(NC(=O)c3cnc(C)cn3)ccc2N2CCCC2)cc1	0.7	-3	-2.2	0.6	-6	-1.8	0.3	-12	1.1	1	6
C#CCOCCOCCOCCNc1nc(N2CCN(C(=O)[C@H]([C@@H](C)CC)n3cc(CCCCN)nn3)CC2)nc(N2CCN(C(=O)[C@H](CCCCN)n3cc(CCCC)nn3)CC2)n1	-0.1	2	0.4	0.8	5	-1.1	0.3	2	-1.5	-2	-12
COCCNc1ccc(S(=O)(=O)N2CCCC2)cn1	0.2	-4	0.9	-0.7	8	-1.3	-1.9	-2	0.5	-9	14
Cc1ccc(C(=O)CCS(=O)(=O)c2ccc(F)cc2)cc1	-0.2	-2	0.5	1.1	-6	-0.7	2.4	52*	0.8	-1	10
CCC(c1nc2ccccc2[nH]1)n1c(-c2ccc3ccccc3c2)nc2ccccc21 (stereo unspecified)	0.7	4	1.2	/	-19	-1.3	0.5	-14	/	-9	-4
CCOC(=O)N1C=CC=C[C@@H]2[C@@H](N3C(=O)c4ccccc4C3=O)C(=O)N21	0.3	-3	-0.2	-1.7	-1	-1.2	0.2	-1	2.4	-1	0
Cc1ccc(C)c(C(=O)COC(=O)CN2C(=O)C3C4C=CC(C4)C3C2=O)c1 (stereo unspecified)	0.4	-3	0.6	-0.5	-7	-0.6	-0.4	1	1.0	-4	-6
Cc1snc(SCc2ccc(F)cc2)c1C#N	-0.1	-2	1.1	-0.2	-1	-1.4	2.6	8	1.5	5	3
Cc1cc(C)nc(SCC(=O)Nc2cccc(S(=O)(=O)N(C)C)c2)n1	-0.7	-3	-0.9	-1.4	-5	-2.0	-3.4	-2	0.5	-5	-3
O=C(CSc1ncnc2c1oc1ccccc12)Nc1ccccc1F	0.1	1	3.0	-0.2	16	-0.8	1.1	63*	-1.5	0	0
Cc1cccc(C)c1C(O)c1ncc(-c2ccccc2C(F)(F)F)[nH]1 (stereo unspecified)	0.7	0	0.1	/	-1	-1.0	0.7	-3	1.2	-2	9
Cc1cc(Br)ccc1S(=O)(=O)n1ccnc1C	0.4	0	-0.7	2.0	-1	-1.3	0.0	4	0.2	-1	3
COc1ccc(C2C(C(=O)c3ccccc3)=C(C)Nc3nc4ccccc4n32)cc1OC (stereo unspecified)	0.3	-4	3.9	-1.1	-28	-0.9	-1.4	-21	0.8	-12	5
O=C(Nc1cccnc1)C(Cc1ccccc1)n1cccc1 (stereo unspecified)	0.9	0	2.0	1.8	5	-0.6	-1.0	3	0.1	-12	-34
CCn1c(SC(C)C)nnc1-c1c[nH]c2ccccc12	-0.8	-4	0.4	-0.8	1	-1.2	-1.1	0	-0.5	-10	15

2 records drawn at random from the list so far:
SMILES	DAX1 inh-1	SMARCA2 activ	hcDAF12 agonist	DAX1 inh-2	NPR2 activator	ssDAF-12 act	hgDAF-12 ag	NPR1 activator	FXN GAA850 act	ADAM10 inh	HGIII-sPLA2 inh
O=C(NCCCn1ccnc1)C(=O)NCC1OCCN1S(=O)(=O)c1ccc(Br)cc1 (stereo unspecified)	0.3	-1	-1.5	0.4	2	-1.0	-2.1	-1	3.8	7	8
Cc1nn(-c2ccc(N3CCOCC3)nn2)c(C)c1CCC(=O)NCc1ccccc1	-0.2	1	1.5	0.0	4	-1.0	1.8	1	0.8	-5	4
